POLB inh: inhibitors of human DNA polymerase beta. hit rate 1.3% among 340,000. AID 485314. Pol beta primer extension/strand displacement, fluorescence kinetic. P06746. Potency, µM (series often up to 114 µM), without a hit: at the highest dose activity change, negative = inhibition, actives largely listed as inhibitors; note: potency is the fitted concentration of half-maximal effect; % is set by controls: 0 for no effect and ±100 for the full control effect
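Kinetic readout of DNA synthesis with strand displacement by Pol beta. Compound and 10 nM enzyme sit 15 min at room temperature; 50 nM substrate starts the reaction, read immediately and at 10 min.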
APE1 inh: APE1 (human) endonuclease inhibition; recombinant APE1, TAMRA/BHQ-2 abasic DNA cleavage fluorescence; AID 2517; Potency, µM (titrated, usually from 65.8 µM), for the others: at the top dose activity change, negative = inhibition, actives largely listed as inhibitors; hit rate 0.35% among 350,000;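 note: potency is the fitted concentration of half-maximal effect; plate controls were vehicle for no effect and reference inhibitor for full effect; nearly all actives have a fitted effect of over 55% in size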
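Readout is kinetic fluorescence (ex 525, em 598 nm) from cleavage of 50 nM TAMRA/BHQ-2 THF abasic duplex by 0.75 nM APE1, compound added 15 min beforehand at RT.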
ALOX12 inh: inhibitors of human 12S-lipoxygenase ALOX12. P18054. purified 12hLO, xylenol orange hydroperoxide absorbance. Potency, µM (top dose mostly 108 µM), for inactives: at the top dose activity change, negative = inhibition, actives largely listed as inhibitors. hit rate 1.1% among 580,000. AID 1671190; note: potency is the fitted concentration of half-maximal effect; % is set by controls: 0 for no effect and ±100 for the full control effect
Target sequence (P18054 whole entry, looked up): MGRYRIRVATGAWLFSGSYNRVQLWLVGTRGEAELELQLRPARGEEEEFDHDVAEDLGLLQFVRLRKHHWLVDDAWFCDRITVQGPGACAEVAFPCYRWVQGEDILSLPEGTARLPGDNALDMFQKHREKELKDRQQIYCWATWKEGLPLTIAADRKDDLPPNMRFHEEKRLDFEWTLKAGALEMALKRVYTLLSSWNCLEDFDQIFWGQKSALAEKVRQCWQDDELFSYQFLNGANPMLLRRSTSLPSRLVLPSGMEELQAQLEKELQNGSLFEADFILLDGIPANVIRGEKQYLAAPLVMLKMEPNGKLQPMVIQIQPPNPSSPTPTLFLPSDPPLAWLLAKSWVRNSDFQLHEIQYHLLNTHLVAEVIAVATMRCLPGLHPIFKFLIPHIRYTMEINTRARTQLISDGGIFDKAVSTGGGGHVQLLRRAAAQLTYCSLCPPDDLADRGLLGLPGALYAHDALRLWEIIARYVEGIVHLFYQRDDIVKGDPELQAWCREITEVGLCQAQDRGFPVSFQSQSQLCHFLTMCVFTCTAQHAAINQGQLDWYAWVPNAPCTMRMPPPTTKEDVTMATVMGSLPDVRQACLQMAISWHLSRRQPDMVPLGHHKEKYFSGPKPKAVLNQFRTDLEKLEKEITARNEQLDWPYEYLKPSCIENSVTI
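Purified human 12hLO (150 nM final) in 25 mM Hepes, 0.01% Triton X-100, pH 7.0 was preincubated 15 min at room temperature with compound. Then 40 uM arachidonic acid was added, 30 min. Hydroperoxide was read by Fe-XO absorbance ratio 573/405 nm.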
ERG Ets-DNA blk: inhibitors of human ERG Ets domain-DNA interaction; fluorescence polarization, His-ERG Ets domain / labelled DNA; Potency, µM (doses to about 76.9 µM), without a hit: top-dose FP activity, negative = inhibition, hits mostly inhibitors; hit rate 0.028% among 370,000; active = well fitted inhibition curve with a large enough effect in the polarisation, with a control signal flat; inconclusive = small, poorly fitted or top-dose-only effect, or effect the other way, or a change in a side signal; inactive = no such curve, though single readings can be large or run the other way; the % refers to the polarisation;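 note: polarization taken with two DNA probes labelled with fluorescein and Texas red; potency is the fitted concentration of half-maximal effect; % of control where 0% means no effect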
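His-tagged ERG Ets domain (1 uM in the protein solution; 300mM KCl, 50mM Tris-HCl, 1mM EDTA, 1mM DTT, pH 7.5) received compound, then a probe mix of 5 nM fluorescein-DNA and 100nM Texas-615-DNA. Fluorescence polarization was read for both dyes.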
POLH inh: DNA polymerase eta (human) inhibition; hit rate 1.2% among 390,000; Potency, µM (doses to about 114 µM), without a hit: at the top dose activity change, negative = inhibition, hits mostly inhibitors; recombinant Pol eta, fluorescent DNA replication assay; Q9Y253; note: potency is the fitted concentration of half-maximal effect; % is set by controls: 0 for no effect and ±100 for the full control effect
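Fluorescent replication assay: 50 nM final substrate added after a 15 min room-temperature compound preincubation with 10 nM enzyme. Signal taken at 0 min and again at 10 min.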
RGS4 inh: blocks human RGS4-accelerated GTP hydrolysis; P49798; Transcreener GDP fluorescence polarization, RGS4-accelerated GTP hydrolysis; Potency, µM (series often up to 114 µM), inactives show top-dose activity change, negative = inhibition, hits mostly inhibitors; hit rate 0.039% among 390,000; AID 504845; note: potency is the fitted concentration of half-maximal effect; % is set by controls: 0 for no effect and ±100 for the full control effect; nearly all actives have a fitted effect of over 75% in size; some results filed as inactive show a strong effect at the top dose
Target sequence (P49798 whole entry, looked up): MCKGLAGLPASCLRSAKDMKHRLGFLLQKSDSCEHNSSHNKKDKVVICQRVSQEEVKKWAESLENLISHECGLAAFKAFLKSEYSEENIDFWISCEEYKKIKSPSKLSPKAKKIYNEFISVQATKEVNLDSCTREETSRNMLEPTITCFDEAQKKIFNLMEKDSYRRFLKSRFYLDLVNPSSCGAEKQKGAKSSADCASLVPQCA
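MLSMR compounds (23 nl, pin-transferred) preincubated 10 min at room temperature with a 500nM (2x) first reagent, then RGS4 at 900nM (2x) plus Transcreener GDP mix added; fluorescence polarization (620/688 nm) read before and after 90 min at 30 °C.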
Pol kappa inh: DNA polymerase kappa (human) inhibition; hit rate 0.53% among 400,000; purified Pol kappa, fluorescent DNA synthesis assay, 10 min; Potency, µM (series often up to 107 µM), without a hit: top-dose activity, negative = inhibition, actives largely listed as inhibitors; note: potency is the fitted concentration of half-maximal effect; % is set by controls: 0 for no effect and ±100 for the full control effect
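Here, compound and 10 nM enzyme are combined for 15 min at room temperature; adding 50 nM substrate (final) starts DNA synthesis, tracked by fluorescence at 0 and 10 min against buffer-only wells.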
Anesthetic bind: binds horse apoferritin like a general anesthetic | hit rate 0.074% among 350,000 | Potency, µM (highest dose often 77.5 µM), for inactives: at the top dose activity change, negative = displacement, hits mostly inhibitors | apoferritin/1-aminoanthracene competitive binding, fluorescence | AID 485281 | P02791; note: potency is the fitted concentration of half-maximal effect; % is set by controls: 0 for no effect and ±100 for the full control effect; nearly all actives have a fitted effect of over 20% in size
Target sequence (P02791 2-175 limits assumed): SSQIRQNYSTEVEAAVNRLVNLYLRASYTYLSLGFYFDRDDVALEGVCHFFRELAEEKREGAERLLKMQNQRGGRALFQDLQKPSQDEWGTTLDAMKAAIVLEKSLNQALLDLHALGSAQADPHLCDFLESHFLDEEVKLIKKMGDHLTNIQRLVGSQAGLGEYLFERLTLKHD
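10 uM apoferritin + 50% sat. 1-AMA, PBS; cpd 10 min RT; Ex380/Em535 endpoint; normalized to free probe vs complex; 4-param Hill fit; propofol titration as pos. ctrl.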
LDHA block: inhibitors of human lactate dehydrogenase A; AID 1347041; hit rate 0.15% among 480,000; P00338; purified LDHA, NADH/diaphorase-resazurin fluorescence; stronger effect = lower value; activity change, % (values are at about 110 or 230 µM); in the data active = activity change below about -30%; inconclusive = mostly about -25% to -30%;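 note: plate controls were DMSO wells for no effect and wells without enzyme for full effect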
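Resorufin fluorescence (ex540/em590), read at 0 and 20 min after diaphorase/resazurin addition, reports the NADH left after a 5 min room-temperature reaction of 2 nM human LDH5 with 0.06 mM NADH and 0.2 mM pyruvate.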
Active calls of the source: *; ? = inconclusive; nt = not tested or not shown; [ ] = dose if it differs, or a comment. Unless noted, calls come from the whole dose curve; as a rule, active = well fitted curve in the direction sought with a large enough effect; inconclusive = small, poorly fitted or top-dose-only effect, or another doubt; inactive = no such curve, though single readings can be large; an effect the other way counts as inactive or inconclusive. Some of the compounds tested; rates above refer to the full screens.

Screens in order: Anesthetic bind, POLB inh, Pol kappa inh, RGS4 inh, POLH inh, LDHA block, APE1 inh, ERG Ets-DNA blk, ALOX12 inh
- Cc1ccc(S(=O)(=O)N2CCOC2CNC(=O)C(=O)NCc2ccc(Cl)cc2)cc1 (centres undefined)
 : -17%, 31%, -10%, 11%, -10%, -7, -14%, -8%, -16%
- O=S(=O)(c1ccc(Cl)cc1)N1CCCc2ccccc21
 : -14%, -16%, -11%, 35%, -11%, -3, 2%, 1%, 135%[activator]
- CC(C)(C)C(=O)CN1C(=O)NC(C)(Cc2ccc3c(c2)OCO3)C1=O (centres undefined)
 : 9%, 16%, -23%, -8%, -1%, -1, -12%, -3%, -15%
- CCCC(C)c1nc(C(N)=O)c2[nH]c(=O)n(-c3ccc(OC)cc3OC)c2n1 (centres undefined)
 : -15%, 8%, ?, ?, -17%, 0, 34%, -6%, nt
- O=C(CCN1CCN(CCO)CC1)Nc1cccc(Br)c1
 : -10%, 0%, -2%, -26%, -11%, -2, 0%, -26%, -36%
- CCC(C)C(N)C1=NC(C(=O)N[C@@H](CC(C)C)C(=O)N[C@H](CCC(=O)[O-])C(=O)N[C@H](C(=O)N[C@H]2CCCCNC(=O)[C@H](CC(N)=O)NC(=O)[C@@H](CC(=O)[O-])NC(=O)[C@H](Cc3cnc[nH]3)NC(=O)[C@@H](Cc3ccccc3)NC(=O)[C@H]([C@@H](C)CC)NC(=O)[C@@H](CCCN)NC2=O)[C@@H](C)CC)CS1.[Zn+2] (some centres undefined)
 : nt, nt, ?, -5%, ?, -20, nt, -2%, nt
- C[C@]12C(=O)N(c3cccc(F)c3)C(=O)N1[C@@H]1c3ccccc3OC[C@@H]1[C@H]2c1ccccc1
 : -11%, 2%, -2%, -20%, -7%, 0, -4%, 0%, 9%
- Cc1ccccc1CN1CCN(CCCc2ccccc2)C(CCO)C1 (centres undefined)
 : -6%, 0%, -7%, -8%, -3%, -3, 8%, 5%, -12%
- COC(=O)c1cccc(NC(=O)CN2CCc3ccccc3C2)c1
 : -16%, 18%, -3%, 20%, -18%, -1, -2%, -3%, -7%
- Cc1ccc(N2CC(C(=O)N3CCC4(CC3)CC(=O)c3ccccc3O4)CC2=O)cc1C (centres undefined)
 : nt, nt, -13%, -1%, -8%, -5, 0%, -3%, 23%
- CC(C)OC(=O)c1c(N)n(CCCN2CCOCC2)c2nc3ccccc3nc12
 : 802%[activator], -2%, -14%, 9%, 8%, -3, 13%, ?, 0%
- Cc1ccc(NC(=O)CN(C)S(=O)(=O)c2cccc3cccnc23)cc1
 : -9%, 16%, -7%, -3%, -16%, -16, 0%, -6%, 4%
- Cc1nc(-c2ccc(NC(=O)c3ccccc3C)cc2)cs1
 : -20%, 21%, -3%, -5%, -15%, 2, -1%, 5%, 4%
- CCOC(=O)C1C(=O)OC2(CCOC(C)(C)C2)C1C(=O)OCC (centres undefined)
 : -4%, 23%, -3%, 3%, -4%, 1, -3%, 2%, 0%
- COc1ccc(-n2nc3c(c2NC(=O)C24CC5CC(CC(C5)C2)C4)CS(=O)C3)cc1 (centres undefined)
 : -12%, 22%, 0%, 9%, -1%, -4, 3%, 12%, -7%
- COc1ccc(CNCC(O)(c2ccc(Cl)cc2)c2ccc(Cl)cc2)cc1
 : 43%[activator], 6%, -9%, 10%, -18%, 3, -4%, 11%, -19%
- COc1ccccc1CN1C(=NC(=O)CCC2CCCC2)SC2CS(=O)(=O)CC21 (centres undefined)
 : -9%, -1%, 14%, 6%, 3%, -5, -8%, -13%, 0%
- O=C(Nc1ccc(F)cc1F)c1ccc(-n2cnnc2)cc1
 : -12%, 4%, -7%[60.1 µM], -11%, -7%, -5, nt, -10%, -8%
- CNC(=O)CSc1nnc(C(C)C)n1C
 : -9%, 5%, 1%, -10%, -7%, -2, 1%, 9%, 3%
- CCn1c(=O)cc(SCC(=O)Nc2cc(Cl)ccc2OC)c2ccccc21
 : -10%, 1%, -4%, ?, -21%, -2, nt, -3%, 2%

Part of the list above, reduced to ERG Ets-DNA blk and RGS4 inh.
| smiles | ERG Ets-DNA blk | RGS4 inh |
| --- | --- | --- |
| COc1ccccc1CN1C(=NC(=O)CCC2CCCC2)SC2CS(=O)(=O)CC21 (centres undefined) | -13% | 6% |
| O=C(Nc1ccc(F)cc1F)c1ccc(-n2cnnc2)cc1 | -10% | -11% |

Next part:
Screens in order: Anesthetic bind, POLB inh, Pol kappa inh, RGS4 inh, POLH inh, LDHA block, APE1 inh, ERG Ets-DNA blk, ALOX12 inh
- CCNC(=O)N1C(CC(=O)OCC)C(=O)NC2CCCCC21 (centres undefined)
 : 1%, -16%, -3%, -30%, 2%, -4, 4%, 9%, 0%
- CC(=O)Nc1ccc(S(=O)(=O)N(C)CC(=O)NNC(=O)c2cccs2)cc1
 : nt, nt, 7%, -1%, -9%, -1, 6%, 9%, 17%
- N#Cc1c(NC(=O)CSc2nc(N)cc(=O)[nH]2)sc2c1CCCCCC2
 : -19%, ?, -5%[60.1 µM], -18%, -6%, -9, -1%, nt, 6%
- O=C(/C=C/c1ccc(F)cc1)N1CCN(c2ccccn2)CC1
 : -6%, -13%, -7%, 9%, -8%, -8, 8%, -5%, -8%
- CC(C)NCC(O)COc1ccc2c(c1)CCC2 (centres undefined)
 : 4%, -8%, 2%, -11%, -13%, -9, 3%, -13%, -22%
- NC(Cc1c[nH]c2ccccc12)C(=O)Nc1ccccc1 (centres undefined)
 : nt, nt, 4%, 11%, -21%, -5, nt, 7%, 1%
- CCOc1ccc(S(=O)(=O)N(CC(=O)N/N=C/c2ccc(-c3ccc([N+](=O)[O-])cc3)o2)c2ccccc2)cc1
 : ?, 7.1µM*, ?, ?, 3.2µM*, 6, ?, 9%, 32µM*
- C=CC[C@@H](CC(=O)N(CCO)Cc1ccccc1)C(=O)NCCOC(=O)[C@H](CC=C)CC(=O)OC(C)(C)C
 : nt, nt, 12%, -5%, -7%, 7, 27%, -15%, 0%
- CCOC(=O)c1sc2nc(C)nc(NCCc3ccccn3)c2c1C
 : -15%, 3%, 11%, -2%, 3%, -1, 11%, 11%, -26%
- COc1ccc(CCNC(=O)C2CCN(C(=O)c3ccc(Cl)cc3)CC2)cc1OC
 : -3%, 18%, 8%, 22%, -13%, 0, 6%, -10%, -8%
- CCN1CCN(c2nc3c(c(=O)[nH]c(=O)n3C)n2CCSc2nc3ccccc3s2)CC1
 : -7%, 36%, 3%, -5%, -14%, -1, -3%, 10%, -5%
- COc1ccc(Nc2ncnc3sc(-c4ccccc4)cc23)c(OC)c1
 : 428%[activator], ?, -12%, 6%, -27%, -1, 7%, -23%, 227%[activator]
- COc1ccc(CNCCC(c2ccc(OC)cc2)c2ccccc2OC)cc1 (centres undefined)
 : 1%, 4%, -10%, 5%[56.9 µM], -20%, -2, 1%, 1%, 0%
- C[C@H](NC(=O)[C@@H]1CCC(=O)N1Cc1ccco1)c1ccccc1
 : -1%, -6%, 6%, -13%, -12%, 2, -1%, 5%, -2%
- Cc1ccc(C)c(S(=O)(=O)c2c(C)cc(C)nc2Cl)c1
 : -7%, 42%, -5%, 9%, -7%, -6, 17%, -3%, -7%
- O=C(Nc1nnc(C2CC(=O)N(c3ccc(Cl)cc3)C2)s1)c1ccco1 (centres undefined)
 : -2%, -1%, 2%, 7%, 13%, 0, nt, -2%, -4%
- COC(=O)C1=C(C)Nc2nc3ccccc3n2C1c1ccccc1F (centres undefined)
 : -6%, -5%, -1%, -13%, -10%, -5, -1%, -9%, ?
- CSc1ccc(CN(C)C(=O)c2ccc(S(=O)(=O)Nc3ccccc3)cc2)cc1
 : nt, nt, -15%, -7%, -11%, -1, -13%, 8%, -1%
- CC1(C)Cc2c(sc3c2c(=N)n(Cc2ccco2)c(=O)n3Cc2ccc(F)cc2)CO1
 : ?, -13%, -20%, -13%, -20%, -4, -5%, -8%, ?
- CCCOc1ccc(/C=N/Nc2ccccc2[N+](=O)[O-])c(O)c1
 : 1%, 17%, -4%, -14%, -28%, -6, 3%, 0%, -12%

Carrying on:
Screens in order: Anesthetic bind, POLB inh, Pol kappa inh, RGS4 inh, POLH inh, LDHA block, APE1 inh, ERG Ets-DNA blk, ALOX12 inh
- COC(=O)c1cc(NC(=O)CN2CCC(C(N)=O)(N3CCCCC3)CC2)cc(C(=O)OC)c1
 : 1%, -13%, 7%, 1%, 8%, -3, 0%, 2%, 20%
- CC1CN(Cc2cc(=O)oc3cc(O)c(Cl)cc23)CC(C)O1 (centres undefined)
 : 519%[activator], 47%, 5%, -11%, -8%, 2, -2%, -12%, 1%
- CCCn1nc(NC(=O)CC)c2cc3cccc(C)c3nc21
 : 3%, 18%, 0%, 18%, -26%, 0, 23%, -5%, ?
- C#CCN1C=CC(=O)[C@@H](OC(=O)NCCC)[C@H]1c1ccccc1Br
 : nt, nt, -1%, -1%, -18%, -3, nt, -1%, 17%
- S=C(NCCCn1ccnc1)Nc1cccc(Cl)c1
 : 0%, -1%, 5%, -25%, -9%, -2, 2%, 16%, -27%
- O=C(COC(=O)CC1CC2CCC1C2)Nc1ccc(F)cc1Cl (centres undefined)
 : nt, nt, 1%, -12%, -10%, 4, 2%, 0%, 104%[activator]
- COc1ccc(Cl)cc1C(=O)Nc1ccc(OCC(=O)N2CCOCC2)cc1
 : -5%, -14%, -21%, -13%, -5%, -6, -13%, -4%, -4%

Compound activity as filed in PubChem.
